Screening results deposited in PubChem by National Center for Advancing Translational Sciences (NCATS).
Vif-APOBEC3F blk – Vif-A3F binding inhibition; HeLa A3F-eYFP + Vif (tagged APOBEC3F with the HIV-1 protein that degrades it), YFP fluorescence increase; Potency, µM (top dose mostly 46.1 µM), without a hit: at the highest dose activity, negative = active; 390,000 tested, 0.2% active; AID 602313; also: potency is read from the fitted curve at half-maximal effect; % of control where 0% means no effect; nearly all actives have a fitted effect of over 65% in size
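HeLa cells stably expressing Vif plus C-terminally eYFP-tagged A3F were seeded, incubated overnight at 37 deg C, dosed with compound, incubated overnight again at 37 deg C. Yellow fluorescence (Ex 488/Em 500-530) reported blocked Vif-mediated A3F-eYFP degradation.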
RGS4 inh – inhibitors of human regulator of G protein signaling 4; P49798; Transcreener GDP fluorescence polarization, RGS4-accelerated GTP hydrolysis; Potency, µM (top dose mostly 114 µM), without a hit: at the highest dose activity change, negative = inhibition, hits mostly inhibitors; 390,000 tested, 0.039% active; AID 504845; also: potency is read from the fitted curve at half-maximal effect; % is scaled to controls: 0 for no effect and ±100 for the full control effect; nearly all actives have a fitted effect of over 75% in size; some results filed as inactive show a strong effect at the top dose
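MLSMR compounds (23 nl, pin-transferred) preincubated 10 min at room temperature with a 500nM (2x) first reagent, then RGS4 at 900nM (2x) plus Transcreener GDP mix added; fluorescence polarization (620/688 nm) read before and after 90 min at 30 °C.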
D2 antag – D2 dopamine receptor (human) antagonism; inhibition, % at 10 µM; HEK293 TREx D2 cells, calcium flux, dopamine EC80; P14416; 340,000 tested, 2% active; in the data active = inhibition above about 30%; also: 0% is about no effect
Target sequence (P14416 whole entry, looked up): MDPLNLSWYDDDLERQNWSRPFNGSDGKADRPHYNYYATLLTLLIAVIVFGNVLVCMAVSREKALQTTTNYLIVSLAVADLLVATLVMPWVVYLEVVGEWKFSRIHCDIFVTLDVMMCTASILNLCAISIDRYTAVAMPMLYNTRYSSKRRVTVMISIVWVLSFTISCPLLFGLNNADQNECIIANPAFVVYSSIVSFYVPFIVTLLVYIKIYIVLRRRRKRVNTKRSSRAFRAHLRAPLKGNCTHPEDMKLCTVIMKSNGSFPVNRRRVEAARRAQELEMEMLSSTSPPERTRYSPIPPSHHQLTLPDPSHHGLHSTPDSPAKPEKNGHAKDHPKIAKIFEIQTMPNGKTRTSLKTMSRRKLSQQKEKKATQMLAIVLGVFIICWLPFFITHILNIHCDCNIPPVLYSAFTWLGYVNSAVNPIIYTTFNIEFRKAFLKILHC
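Antagonism is scored as inhibition of an EC80 dopamine-evoked calcium signal in a force-coupled, tetracycline-inducible HEK293 T-REx D2 line, with compound present 180 s before agonist.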
D2 ag – activates the human D2 dopamine receptor. P14416. HEK293 T-REx D2 cells, calcium flux agonist mode. activation, % at 2 µM. 340,000 tested, 0.53% active. AID 485358;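 active = activation over 3 SD above normal in the single-dose calcium agonist read, cut at about 30% in these data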; also: 0% is about no effect
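Agonism scored from kinetic calcium signal (1 read/sec, 180 s) following compound pin transfer, after a 10 s baseline. Cells: HEK293 Trex line expressing inducible D2 receptor coupled to calcium, dye-loaded after overnight culture at 30 C.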
Glioma ERSR ind – inducers of ER stress response in human glioma cells | U87-MG GRP78 promoter luciferase reporter, 16 h | Potency, µM, inactives show at the highest dose activation, hits mostly activators | 420,000 tested, 0.02% active | AID 602332; also: potency is read from the fitted curve at half-maximal effect; series mostly up to about 76 µM; % of control where 0% means no effect; nearly all actives have a fitted effect of over 35% in size
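ERSR induction read as luciferase luminescence (Bright-Glo, 10 min at room temperature) in stably transfected human U87-MG glioma cells exposed to compounds for 16 h, using GRP78 as sensor.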
12-LOX inh – inhibitors of human 12S-lipoxygenase ALOX12 | 580,000 tested, 1.1% active | purified 12hLO, xylenol orange hydroperoxide absorbance | Potency, µM (highest dose often 108 µM), for inactives: at the highest dose activity change, negative = inhibition, most hits filed as inhibitors | AID 1671190 | P18054; also: potency is read from the fitted curve at half-maximal effect; % is scaled to controls: 0 for no effect and ±100 for the full control effect
Target sequence (P18054 whole entry, looked up): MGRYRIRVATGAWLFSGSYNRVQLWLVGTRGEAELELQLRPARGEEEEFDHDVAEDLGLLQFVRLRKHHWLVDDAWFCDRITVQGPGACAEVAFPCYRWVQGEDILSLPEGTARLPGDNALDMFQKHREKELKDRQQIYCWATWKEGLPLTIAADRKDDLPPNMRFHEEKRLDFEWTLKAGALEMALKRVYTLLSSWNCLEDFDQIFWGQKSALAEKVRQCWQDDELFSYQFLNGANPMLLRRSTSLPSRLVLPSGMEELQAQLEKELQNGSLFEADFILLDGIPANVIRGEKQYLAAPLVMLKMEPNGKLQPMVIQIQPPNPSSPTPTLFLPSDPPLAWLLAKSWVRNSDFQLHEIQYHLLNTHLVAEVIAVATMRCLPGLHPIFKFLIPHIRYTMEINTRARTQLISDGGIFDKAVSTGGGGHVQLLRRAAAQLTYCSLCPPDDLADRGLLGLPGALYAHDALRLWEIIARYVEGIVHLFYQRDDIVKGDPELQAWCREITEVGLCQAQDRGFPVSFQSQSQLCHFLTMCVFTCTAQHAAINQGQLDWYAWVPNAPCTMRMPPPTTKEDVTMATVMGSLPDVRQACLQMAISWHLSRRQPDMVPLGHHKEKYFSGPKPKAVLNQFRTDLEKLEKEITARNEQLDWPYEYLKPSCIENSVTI
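Purified human 12hLO at 150 nM in 25 mM Hepes, 0.01% Triton X-100, pH 7.0, preincubated 15 min at room temperature with compound. Reaction started with 40 uM arachidonic acid, 30 min at room temperature. Hydroperoxide measured by Fe-xylenol orange, 573/405 nm absorbance ratio.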
ERG-DNA inh – blocks human ERG Ets domain binding to DNA; fluorescence polarization, His-ERG Ets domain / labelled DNA; Potency, µM (highest dose often 76.9 µM), for inactives: top-dose FP activity, negative = inhibition, most hits filed as inhibitors; 370,000 tested, 0.028% active; AID 624246; active = well fitted inhibition curve with a large enough effect in the polarisation, with a control signal flat; inconclusive = small, poorly fitted or top-dose-only effect, or effect the other way, or a change in a side signal; inactive = no such curve, though single readings can be large or run the other way; the % refers to the polarisation;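 also: polarization taken with two DNA probes labelled with fluorescein and Texas red; potency is read from the fitted curve at half-maximal effect; % of control where 0% means no effect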
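His-tagged ERG Ets domain (1 uM in the protein solution; 300mM KCl, 50mM Tris-HCl, 1mM EDTA, 1mM DTT, pH 7.5) received compound, then a probe mix of 5 nM fluorescein-DNA and 100nM Texas-615-DNA. Fluorescence polarization was read for both dyes.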
LDHA inh – inhibitors of human lactate dehydrogenase A; P00338; purified LDHA, NADH/diaphorase-resazurin fluorescence; stronger effect = lower value; activity change, % (values are at about 110 or 230 µM); 480,000 tested, 0.15% active; in the data active = activity change below about -30%; inconclusive = mostly about -25% to -30%;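 also: plate controls were DMSO wells for no effect and wells without enzyme for full effect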
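Remaining NADH was detected by diaphorase (0.133 mg/mL) converting 37 µM resazurin to fluorescent resorufin, read at 0 and 20 minutes. The preceding 5-minute room-temperature reaction used 2 nM LDHA, 0.2 mM sodium pyruvate and 0.06 mM NADH at pH 7.4.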
Vif-APOBEC3G blk – inhibitors of Vif-APOBEC3G interaction; Q9HC16; HeLa A3G-eYFP + Vif (tagged APOBEC3G with the HIV-1 protein that degrades it), YFP fluorescence, overnight; Potency, µM (highest dose often 46.1 µM), without a hit: at the highest dose activity, negative = active, actives largely listed as inhibitors; 410,000 tested, 0.076% active;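 also: potency is read from the fitted curve at half-maximal effect; % is scaled to controls: 0 for no effect and ±100 for the full control effect; nearly all actives have a fitted effect of over 60% in size; hits raise eYFP signal because A3G escapes Vif-driven loss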
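HeLa cells stably expressing Vif and C-terminally eYFP-tagged A3G, seeded overnight at 37 deg C, then exposed to compound by pintool overnight at 37 deg C. Rise in yellow fluorescence (Ex 488/Em 500-530, Acumen) marks blocked Vif-driven A3G degradation.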
* = called active by the depositor; i = inactive; ? = inconclusive; / = not tested or not shown; & = joins results of further samples; [ ] = another dose, or the depositor's remark. Unless noted, calls follow the shape of the dose curve; as a rule, active = well fitted curve in the direction sought with a large enough effect; inconclusive = small, poorly fitted or top-dose-only effect, or another doubt; inactive = no such curve, though single readings can be large; an effect the other way counts as inactive or inconclusive. Not all compounds are listed. The share of hits here may be higher or lower than overall.

SMILES	Vif-APOBEC3F blk	RGS4 inh	D2 antag	D2 ag	Glioma ERSR ind	12-LOX inh	ERG-DNA inh	LDHA inh	Vif-APOBEC3G blk
Cc1[nH]c2ccccc2c1SCCNC(=O)c1ccc(F)cc1	-7.5%	8.2%	/	-0.4	0.7%	-16.5%	3.3%	-3.1	0.2%
NC(=O)CCS(=O)(=O)CCN1CCN(S(=O)(=O)c2ccc3c(c2)CCC3)CC1	1.4%	11.3%	-4.6	0.1	-1.0%	21.2%	/	-3.1	0.1%
c1cc(CN2CCCCC2)cc(OCCCNc2nc3ccccc3s2)c1	-4.9%	-11.1%[56.9 µM]	/	/	-1.5%&-3.6%&-0.3%&-4.1%&-1.4%	?	16.2%	-4.5	2.1%
COc1cc(/C=C/C(=O)O)cc(S(=O)(=O)NCc2ccco2)c1OC	0.4%	-18.4%	0.6	-0.7	-1.9%	0.2%	-7.6%	5.6	-2.7%
COc1ccc(/C=C/C(=O)OCC(=O)Nc2cccc(Oc3ccccc3)c2)c(OC)c1	2.0%	-21.4%	5.2	2.2	-1.5%	-0.2%	7.8%	-3.1	2.4%
COc1cc(NC(=O)NC2Cc3ccccc3C2)cc(OC)c1	1.0%	5.3%	/	/	2.5%	15.8%	-11.9%	-1.0	0.0%
COc1ccc(Cn2c(NCC(C)C)nc3c2c(=O)n(C)c(=O)n3C)cc1	-3.6%	27.2%	/	-1.3	0.3%	-3.7%&-16.2%	3.8%	11.3&-5.1	0.2%
Cc1nc2c(o1)CCc1ccccc1C2N1CCN(C)CC1 (configuration not stated)	-1.5%&-1.9%&4.1%	34.4%&-6.0%&-12.9%	21.5&-13.4	0.4&0.4	-4.7%&-4.7%&-8.1%	-11.6%	0.3%&8.1%	-3.9&0.5&-0.6	0.2%&-2.5%&-1.5%
CCOC(=O)c1cccc(NC(=O)CN2C(=O)c3ccccc3Sc3ncccc32)c1	-3.1%	4.0%	/	-0.2	2.4%	-20.8%	-2.1%	1.0	-7.9%
O=C(COc1ccccc1)Nc1ccc2c(c1)Cc1cc(NC(=O)COc3ccccc3)ccc1-2	-14.8%	-5.9%	-9.7	0.9	-5.0%	5.3%	?	-4.3	-0.6%
ON1C(c2ccccc2C(F)(F)F)N(O)[C@H]2CCCC[C@H]21 (some centres not stated)	0.4%	8.9%	6.9	0.3	0.8%	?	2.0%	-9.5	0.4%
CC(C)CCN1CC(O)=C(c2nc3ccccc3[nH]2)C1=N	-26.8%	-11.7%	-2.4	-0.3	2.4%	1.9%	15.0%	-5.9	-9.8%
CC(C)(C)CC(=O)NCC(c1ccc2c(c1)OCO2)N1CCOCC1 (configuration not stated)	-6.4%	1.2%	/	0.8	-1.5%	-5.4%	0.2%	-2.2	3.0%
Nc1c(C(=O)NCCc2ccccc2)nnn1Cc1ccccc1	-1.8%	18.1%	12.9	-2.3	4.1%	0.0%	-4.9%	-13.8	-0.3%
Cc1onc(-c2ccccc2Cl)c1C(=O)Nc1ccccc1C(N)=O	1.9%	29.7%	-17.5	0.2	0.2%	i	-9.0%	-10.2	-0.2%
C/C(=N\NC(=O)c1ccc(C)cc1)c1c(C)[nH]n(-c2ccccc2)c1=O	-22.2%	-31.3%	-4.3	0.3	-3.3%	?	3.8%	-1.1	-9.1%
CC(C)[C@H](NC(=O)c1ccccc1)C(=O)OCC(=O)c1ccccc1F	4.8%	-9.1%	-22.7	0.8	0.7%	14.4%	-4.6%	-11.7	1.1%
CCSc1nc2ccccc2n1CC(=O)N1CCCCC1	-7.0%	3.9%	-5.0	0.7	-3.6%	0.0%	1.3%	-6.1	1.3%
Cc1ccccc1OCC(=O)NCC(=O)OCC(=O)c1ccc2c(c1)CCCC2	/	-10.5%	/	/	-0.2%	/	/	-10.5	0.7%
CCC(=O)N1CCc2cc(S(=O)(=O)NCCC(=O)NCc3ccc(F)cc3)ccc21	1.3%	1.2%	-2.6	0.4	3.2%	-1.4%	-1.4%	-1.4	-0.4%
COc1ccc2nc(COC(=O)c3cccc([N+](=O)[O-])c3)c(C(C)=O)[n+]([O-])c2c1	-0.4%	-8.4%	-34.0	-0.7	-4.4%	0.0%	-0.3%	0.1	2.0%
Cc1occc1C(=O)N=Nc1c(O)n(C)c2ccccc12	-9.0%	-23.5%	1.1	0.0	2.5%	-14.0%	-0.2%	-1.4	-0.5%
O=C(c1ccc(N2CCOCC2)nc1)N1CCCCC1	8.9%	16.3%	4.7	-0.4	-4.4%	9.9%	/	1.6	1.4%
CCCCN(C(=O)c1c(C)noc1C)c1c(N)n(CCCC)c(=O)[nH]c1=O	3.6%	-14.6%	-31.6	0.9	-0.5%	-4.6%	-6.1%	-2.2	2.1%
O=C(O[C@@H](C(=O)O)[C@@H](OC(=O)c1ccccc1)C(=O)O)c1ccccc1	1.5%	5.0%	-6.8	0.8	-0.6%	?	-16.5%	-6.8	-0.9%
O=C(NC1CCSc2ccccc21)c1ccc([N+](=O)[O-])cc1 (configuration not stated)	-2.4%	-3.7%	6.3	-0.6	0.7%	?	-12.8%	0.1	4.0%
O=C(CC1CCC1)Nc1cccc2c([N+](=O)[O-])cccc12	-3.8%	-20.5%	/	/	-4.6%	228.2%[activator]	-14.2%	2.9	-9.0%
Cc1ccc(-c2nnc(Nc3ccc(Br)cc3)c3ccccc23)cc1S(=O)(=O)N1CCOCC1	-0.3%	5.9%	/	0.5	-0.8%	-9.0%	-0.6%	-1.3	-2.7%
O=C(O)C1=C[C@@H](c2ccc(F)cc2)C[C@@H](OCCCCO)O1	-1.2%	10.2%	1.4	-0.2	-3.3%	489.2%[activator]	-0.9%	-5.6	-3.4%
O=C(CSc1cn[nH]n1)Nc1ccc(Cl)cc1Cl	-0.9%	14.9%	4.3	1.1	5.1%	-3.7%	-3.2%	-5.7	0.4%
CCOC(=O)c1c(NC(=O)CN2CCN(c3cccc(Cl)c3)CC2)sc(C)c1C	1.4%	-4.7%[11.4 µM]	/	/	-1.0%	2.0%	4.5%	-4.8	5.4%
O=C(Cc1c[nH]c2ccccc12)N1CCN(c2ccccc2)CC1	2.5%	0.0%	-5.8	-0.1	0.8%	-3.2%&-10.6%	19.3%	6.6&-4.8	0.6%
O=C(NCCCN1CCCC1=O)C1CCN(S(=O)(=O)c2ccccc2)CC1	6.1%	-3.7%	-8.1	0.0	-0.9%	17.9%	-10.8%	-8.4	3.2%
O=C(Cc1ccc([N+](=O)[O-])cc1)Oc1ccccc1	-13.9%	10.7%	/	/	2.2%	-5.3%	-4.0%	-6.7	0.7%
Cc1c(-c2ccc(Cl)cc2)c(=O)oc2c(CN3CCCC3)c(O)ccc12	-4.5%	-6.3%	/	1.0	2.7%	0.0%	-1.2%	0.5	-1.4%
COC(=O)c1ccc(Cl)c(NC(=O)CN(c2ccc3c(c2)OCO3)S(C)(=O)=O)c1	0.1%	-3.9%	-4.6	-0.8	-1.9%	?	-2.3%	-0.4	2.2%
CCNC(=O)C1(C)CCN(C(=O)c2ccccc2C(F)(F)F)C1 (configuration not stated)	/	/	/	/	-2.1%	?	/	0.9	2.3%
O=C(NCc1ccccc1)c1onc(CSc2ccccc2)c1C(=O)NCC1CC1	-1.3%	-0.3%	38.8*	3.1	-1.8%	?	2.2%	-1.5	-1.1%
Cc1ccc(-n2ncc3c(SCC(=O)NNC(=O)C(C)C)ncnc32)cc1	-23.6%	34.4%	1.4	0.6	0.2%	12.2%	20.5%	-3.3	0.3%
Clc1cccc(N=C2NN=C(c3ccc4c(c3)OCCO4)CS2)c1	-21.3%	-31.0%	18.8	-0.4	7.6%	/	-1.9%	9.6	-5.3%
Cc1ccc(C)c(NC(=O)CSc2nnc(CNC(=O)c3ccco3)o2)c1	0.1%	15.7%	19.4	-0.1	-4.6%	8.7%	-2.2%	-6.4	2.7%
Cc1ccc(O)c(-c2cc(C(F)(F)C(F)F)nc(-c3ccccc3)n2)c1	10.4%	-8.5%	/	/	-6.1%	-15.7%	-1.4%	-6.7	-0.7%
COc1ccc(NC(=O)CSc2ccc3ccccc3c2)cc1S(=O)(=O)N1CCCCC1	0.1%	-28.6%	-17.7	-0.1	-2.2%	-9.7%	6.3%	2.0	1.1%

Fetched one by one from above (4):
SMILES	Vif-APOBEC3F blk	RGS4 inh	D2 antag	D2 ag	Glioma ERSR ind	12-LOX inh	ERG-DNA inh	LDHA inh	Vif-APOBEC3G blk
O=C(NCc1ccccc1)c1onc(CSc2ccccc2)c1C(=O)NCC1CC1	-1.3%	-0.3%	38.8*	3.1	-1.8%	?	2.2%	-1.5	-1.1%
Cc1ccc(-n2ncc3c(SCC(=O)NNC(=O)C(C)C)ncnc32)cc1	-23.6%	34.4%	1.4	0.6	0.2%	12.2%	20.5%	-3.3	0.3%
Cc1ccc(C)c(NC(=O)CSc2nnc(CNC(=O)c3ccco3)o2)c1	0.1%	15.7%	19.4	-0.1	-4.6%	8.7%	-2.2%	-6.4	2.7%
Clc1cccc(N=C2NN=C(c3ccc4c(c3)OCCO4)CS2)c1	-21.3%	-31.0%	18.8	-0.4	7.6%	/	-1.9%	9.6	-5.3%
